# CHT PAM: allosteric activators of human choline transporter CHT; AID 488977; 310,000 compounds, 0.49% hits; Q9GZV3; CHT-expressing cells, membrane potential dye, choline EC20; hits give high values; LV-AA mutant CHT in HEK293 cells; B-score at 10 µM;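 active = initial fluorescence not abnormally high and integrated response B-score, plate-corrected, over 3 SD above library mean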
# Target sequence (Q9GZV3 whole entry, looked up): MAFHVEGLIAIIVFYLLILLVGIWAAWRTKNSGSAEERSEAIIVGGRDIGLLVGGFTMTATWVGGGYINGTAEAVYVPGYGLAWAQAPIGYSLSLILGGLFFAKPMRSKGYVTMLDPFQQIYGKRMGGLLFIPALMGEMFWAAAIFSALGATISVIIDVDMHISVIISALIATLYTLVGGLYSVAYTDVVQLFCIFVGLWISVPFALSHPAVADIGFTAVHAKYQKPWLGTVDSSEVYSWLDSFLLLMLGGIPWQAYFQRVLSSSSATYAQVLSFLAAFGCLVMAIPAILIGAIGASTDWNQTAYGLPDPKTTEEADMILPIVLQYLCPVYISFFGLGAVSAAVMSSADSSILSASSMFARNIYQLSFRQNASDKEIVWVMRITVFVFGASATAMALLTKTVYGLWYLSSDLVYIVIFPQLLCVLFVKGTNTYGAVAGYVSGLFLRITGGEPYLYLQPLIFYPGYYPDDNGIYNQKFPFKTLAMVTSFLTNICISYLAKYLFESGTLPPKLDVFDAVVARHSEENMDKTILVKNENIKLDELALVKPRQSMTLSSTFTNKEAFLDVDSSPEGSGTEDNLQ
# CHT block: inhibits the human high affinity choline transporter | B-score at 10 µM | AID 488975 | CHT-expressing cells, membrane potential dye, choline response; hits give low values | 310,000 compounds, 0.86% hits | Q9GZV3;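 active = B-score over 3 SD under the library average, and starting fluorescence ratio not unusually high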;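 also: choline stimulus applied at its EC90 after an EC20 pre-addition; B-score computed on integrated fluorescence ratio after choline addition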
# STK33 inh: inhibitors of human STK33 kinase; Q9BYT3; AID 2661; 320,000 compounds, 0.073% hits; inhibition, % at 10 µM; purified STK33, MBP phosphorylation, ADP-Glo luminescence;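 active = inhibition at or above 25%, using the most active replicate where run in duplicate; inactive = inhibition below 25%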
# Target sequence (Q9BYT3 whole entry, looked up): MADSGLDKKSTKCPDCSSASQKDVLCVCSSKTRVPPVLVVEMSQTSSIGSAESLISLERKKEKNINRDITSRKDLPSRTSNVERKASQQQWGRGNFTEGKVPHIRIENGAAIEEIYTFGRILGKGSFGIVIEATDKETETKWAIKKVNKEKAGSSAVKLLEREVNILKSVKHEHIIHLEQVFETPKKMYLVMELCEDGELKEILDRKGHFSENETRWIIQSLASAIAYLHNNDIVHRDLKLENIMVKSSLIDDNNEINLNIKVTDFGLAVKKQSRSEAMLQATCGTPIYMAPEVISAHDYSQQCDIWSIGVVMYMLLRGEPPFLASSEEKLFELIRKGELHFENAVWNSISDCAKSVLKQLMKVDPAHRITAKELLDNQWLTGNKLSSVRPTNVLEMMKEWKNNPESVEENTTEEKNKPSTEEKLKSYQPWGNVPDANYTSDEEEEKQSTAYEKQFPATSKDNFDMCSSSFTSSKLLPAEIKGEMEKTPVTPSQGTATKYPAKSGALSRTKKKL
# Numbers without * were called inactive; i = inactive.
# Preview:
SMILES,CHT PAM,CHT block,STK33 inh
CCOc1ccc(-c2cccc(NC(=O)c3ccco3)c2)nn1,i,i,-0.3
O=c1[nH]c(CSc2ncnc3sc(-c4ccccc4)cc23)nc2ccccc12,i,i,-0.8

# All compounds of this part, from the first entry:
SMILES,CHT PAM,CHT block,STK33 inh
CCOc1ccc(-c2cccc(NC(=O)c3ccco3)c2)nn1,i,i,-0.3
O=c1[nH]c(CSc2ncnc3sc(-c4ccccc4)cc23)nc2ccccc12,i,i,-0.8
O=C(CSc1ncnc2c1oc1ccccc12)NC1CCCC1,i,i,4.3
O=C(COC(=O)c1cc(=O)[nH]c2ccccc12)NC1CCCCCCC1,i,i,0.1
CCOP(=O)(c1c(F)c(F)c(F)c(F)c1F)C(O)c1ccccc1 (stereo not drawn),i,i,-0.5
CCc1c(C(=O)N/N=C/c2ccc(OCc3ccc(F)cc3)c(OC)c2)nnn1-c1nonc1N,i,i,-1.0
COc1ccc(CSCCc2n[nH]c(=S)n2-c2ccccc2)cc1,i,i,-0.8
O=c1c(C=Nc2cccc(C(F)(F)F)c2)c[nH]n1-c1cccc(Cl)n1,i,i,-2.4
Oc1ccc(/C=N/n2c(-c3ccco3)csc2=Nc2cccnc2)c(O)c1,i,i,-0.1
COc1ccc(OC)c(NC(=O)CSc2ccc3nnc(-c4cccnc4)n3n2)c1,i,i,-1.1
CC(=O)OCC1=C(C(=O)O)N2C(=O)C(NC(=O)Cn3nc(C(F)F)c(Cl)c3C)C2SC1 (stereo not drawn),i,i,0.2
COc1ccc(N2CCN(C(=O)c3ccc4c(c3)OCO4)CC2)cc1,i,i,0.4
COc1cc(NC(=O)C2CCCN2C(=O)OCc2ccccc2)cc(OC)c1 (stereo not drawn),i,i,-0.4
Brc1ccc(CSc2ccc3nnc(-c4cccnc4)n3n2)cc1,i,i,2.1
CC(=O)Nc1ccc(-c2csc(NC(=O)CN3C(=O)NC4(CCCC4)C3=O)n2)cc1,i,i,-1.8
Cc1ccc(C)c(-n2c(-c3ccncc3)n[nH]c2=S)c1,i,i,-2.2
O=C(COc1ccccc1)Nc1nnc(-c2ccccc2Cl)o1,i,i,-0.6
O=C(NCCc1ccc(F)cc1)N1CCOCC1,i,i,0.4
C/C(CCCO)=N/Nc1ccc([N+](=O)[O-])cc1[N+](=O)[O-],i,i,-2.5
COC(=O)COc1cccc(NC(=O)c2ccc(Cl)cc2)c1,i,i,2.0
Cc1ccc(OCC(=O)NS(=O)(=O)c2ccccc2)cc1,i,i,1.1
COc1ccccc1CN(C)CC(=O)Nc1ccc(Cl)cc1F,i,i,1.3
O=C(COc1ccc(/C=N/NC(=O)c2ccncc2)cc1)Nc1cccc([N+](=O)[O-])c1,i,i,-0.5
O/N=C/c1cc(Br)cc(Br)c1OCc1ccccc1,i,i,1.7
O=C1C2CCCCC2C(=O)N1Cc1ccccc1 (stereo not drawn),i,i,-1.7
CCC(C)NCCOCCOc1ccc(C)cc1OC (stereo not drawn),i,i,-1.0
COc1ccc(OC)c(Nc2cc(C(=O)NCCCN3CCOCC3)c3ccccc3n2)c1,i,i,-0.6
CCc1ccc(N=c2c([N+](=O)[O-])nn(-c3ccccc3)n2O)cc1,i,i,-2.0
COc1ccc(C(C(=O)NC2CCCCC2)N(C(=O)c2ccco2)c2ccc(-n3cnnn3)c(C)c2)cc1 (stereo not drawn),i,i,-1.2
CCOc1ccccc1NC(=O)Cn1nnc(C(=O)Nc2ccc(C)cc2)c1N,i,i,-0.9
Cc1ccc(S(=O)(=O)NCc2cccnc2)cc1,i,i,-1.6
CC(C)c1[nH]c(=O)c(C#N)c2c1CSC(C)(C)C2,i,i,-0.3
COc1ccc2c(c1OC)C(=O)N1C2SC(C)(C)[C@H]1C(=O)NCC(C)C (stereo partly drawn),i,i,-0.1
CC1(C)Cc2c(cnn2-c2ccccc2)C(NC(=O)CCN2CCCC2=O)C1 (stereo not drawn),i,i,-1.2
CCCN1CCN(CCCNC(=O)Cn2nc(C)n3c(cc4cc(F)ccc43)c2=O)CC1,i,i,2.0
CCCCC(NC(=O)Cc1c(C)c2cc3c(-c4ccccc4)coc3c(C)c2oc1=O)C(=O)O (stereo not drawn),i,i,-0.2
Cc1nc2cc(N3CCOCC3)c(NC(=O)C3CC3)cc2c(=O)n1Cc1ccccc1,i,i,-0.4
CCCNC(=O)c1ccc(N2CCC3(CC2)CC(c2ccccc2)=NO3)c([N+](=O)[O-])c1,i,i,-2.4
Cc1ccc(C)c(CN2C(=O)NC3(CCCCCC3)C2=O)c1,i,i,-0.4
CCOc1ccc2nc(NC(=O)CSc3ccccc3)sc2c1,i,i,-1.6
CC/C(C)=N/NS(=O)(=O)c1ccc(C)c([N+](=O)[O-])c1,i,i,0.7
CC1CCN(c2nc3ccccn3c(=O)c2C=O)CC1,i,i,-0.8
CCOc1ccccc1N1CCN(C(=O)Nc2ccc(Cl)c(Cl)c2)CC1,i,i,-0.9
COc1ccc(OC)c(C(=O)CSc2nnc(-c3cccnc3)n2C)c1,i,i,-0.6
O=C(NC1CCCc2ccccc21)C1CCCC1 (stereo not drawn),i,i,-2.2
Cc1c(C)c2ccc(OCC(=O)N3CCC(C(=O)O)CC3)cc2oc1=O,i,i,0.3
CCOCCCN(C(=O)c1snc(C(N)=O)c1N)C(C(=O)NC1CCCC1)c1ccc(O)c(OC)c1 (stereo not drawn),i,i,-0.6
CNC(=O)c1ccc2nc(NC(C)=O)sc2c1,i,i,1.8
CCO[C@H]1OC(C(=O)O)=C[C@@H](c2cn(C(C)=O)c3ccccc23)[C@@H]1CCCO,i,i,-0.8
COCCNC(=O)CN(C(=O)Cn1nnc2ccccc21)c1cc(C)cc(C)c1,i,i,-1.1
CCNC(=O)CC1SC(=Nc2cccc3ccccc23)N(C)C1=O (stereo not drawn),i,i,0.1
Cc1ccc(C(=O)ON=C2CCN(c3ccc([N+](=O)[O-])cc3)CC2)cc1,i,i,-0.2
CCN(CC)C(=O)Cn1cnc([N+](=O)[O-])n1,i,i,0.6
CCc1ccc(C(C)NC(=O)c2ncn[nH]2)cc1 (stereo not drawn),i,i,-1.0
O=C(C[n+]1ccccc1)N1c2ccccc2Sc2ccccc21,i,i,-1.6
O=C(CSc1ccc(-c2cccs2)nn1)Nc1ccccc1F,i,i,-0.6
O=C1NCCCC1C(=O)N/N=C/c1cccc(Cl)c1 (stereo not drawn),i,i,-0.6
O=C(CN1C(=O)/C(=C\c2ccc(F)cc2)Oc2ccccc21)N1CCN(c2ccccn2)CC1,i,i,-2.2
COc1cc(NC(=O)Cn2cnc(S(=O)(=O)N3CCc4ccccc43)c2)cc(OC)c1OC,i,i,-0.9
Cc1ccc(NC(=S)Nc2cc(-c3ccccc3)[nH]n2)cc1Cl,i,i,2.0
# (more compounds)
SMILES,CHT PAM,CHT block,STK33 inh
O=C(CC1C(=O)NCCN1Cc1cccc(Oc2ccccc2)c1)NCC1CCOCC1 (stereo not drawn),i,i,-0.3
CC1=C/C(=N\NC(=S)NCCc2ccccc2)CC(C)(C)C1,i,i,-0.9
CCCCCC(=O)Nc1cccc(C2=NOC3(C2)C[C@H](C(N)=O)N(C(=O)c2ccccc2C(=O)c2ccccc2)C3)c1 (stereo partly drawn),i,i,-0.1
CC(=O)N1CCc2c(sc(NC(=O)c3ccc4c(c3)OCCO4)c2C#N)C1,i,i,-1.1
CCCC(=O)NC(c1ccc(OC)c(OC)c1)c1cc(Cl)c2cccnc2c1O (stereo not drawn),i,i,-0.6
Cc1cccc(NC(=O)c2ccc(S(=O)(=O)N3CCCCC3)cc2)n1,i,i,-0.8
CCC(Sc1ccccc1C(=O)O)C(=O)O (stereo not drawn),i,i,-0.7
O=[N+]([O-])c1cccc(NC(=S)Nc2nc(-c3ccc(Cl)cc3Cl)cs2)c1,i,i,0.7
CN1N=C(C(=O)N2CCc3c([nH]c4ccccc34)C2c2c(F)cccc2Cl)CCC1=O (stereo not drawn),i,i,-0.7
Cn1c(=O)oc2cc(S(=O)(=O)NC3CCCCC3)ccc21,i,i,-1.9
Cc1cc2c(cc1C)N(C(=O)CN1C(=O)c3ccccc3C1=O)C(C)(C)c1ssc(=S)c1-2,i,i,1.5
N/C(=N\OC(=O)c1ccco1)c1cccc([N+](=O)[O-])c1,i,i,0.8
Cc1cc(C)cc(NC(=O)CSc2nncn2-c2ccccn2)c1,i,i,-0.5
COc1ccc(CNC(=O)C2CCCN(S(=O)(=O)c3ccc(Br)s3)C2)cc1 (stereo not drawn),i,i,-0.2
Cn1c(CN2CCCC2)nc2cc(NC(=O)COc3ccc([N+](=O)[O-])cc3)ccc21,i,i,1.2
Cc1ccc(OCCOC(=O)CCc2nc3ccccc3c(=O)[nH]2)cc1,i,i,-0.5
CCN(C(=O)CSc1nnc(NC2CCCCC2)s1)C1CCS(=O)(=O)C1 (stereo not drawn),i,i,0.0
Cc1ccc(C(=O)NCC(=O)OCc2cccc(Br)c2)cc1,i,i,-0.2
Cc1c(NC(=O)/C(C#N)=C/c2ccc(-c3cc(Cl)ccc3Cl)o2)c(=O)n(-c2ccccc2)n1C,i,i,-0.1
CC(=O)Nc1ccc(S(=O)(=O)Nc2ccccc2C(=O)N2CCCC2)cc1,i,i,-1.0

# 2 compounds picked at random from the list so far, as already listed:
SMILES,CHT PAM,CHT block,STK33 inh
CN1N=C(C(=O)N2CCc3c([nH]c4ccccc34)C2c2c(F)cccc2Cl)CCC1=O (stereo not drawn),i,i,-0.7
Cc1cccc(NC(=O)c2ccc(S(=O)(=O)N3CCCCC3)cc2)n1,i,i,-0.8

# (next part)
SMILES,CHT PAM,CHT block,STK33 inh
O=C(CSc1ccc2ccccc2c1)NC1CCCc2ccccc21 (stereo not drawn),i,i,-1.1
CCC(=O)c1ccc(OCC(=O)OCC(=O)NCC2CCCO2)cc1 (stereo not drawn),i,i,-0.5
Cn1c(=O)c2c(SCc3cccnc3)nc(CC(C)(C)C)nc2n(C)c1=O,i,i,0.8
CC(=O)CCc1c(C)c2cccc(C)c2[nH]c1=O,i,i,-0.1
CCC(=O)Nc1ccc(C(=O)CSc2nnc(-c3ccccc3F)n2C2CC2)cc1,i,i,-0.7
NC(=O)C1(N2CCCCC2)CCN(C(=S)NCCc2ccccc2)CC1,i,i,-1.5
O=C(NCc1ccco1)c1ccc(Br)c(S(=O)(=O)N2CCCCC2)c1,i,i,-0.5
Cc1nccn1CCCNC(=O)CC1C(=O)NCCN1Cc1ccc(Cl)c(F)c1 (stereo not drawn),i,i,-1.8
COCc1nnc(NC(=O)c2cc3ccccc3o2)s1,i,i,-1.5
COc1ccc(CCNC(=O)c2ccc(NC3=NC4CS(=O)(=O)CC4S3)cc2)cc1OC (stereo not drawn),i,i,-2.3
CCOC(=O)N1CC(=O)Nc2ccc(Br)cc2C1c1ccccc1 (stereo not drawn),i,i,0.0
COCCN(C(=O)COC(=O)c1nc(Cl)ccc1Cl)c1c(N)n(Cc2ccccc2)c(=O)[nH]c1=O,i,i,-1.4
COc1ccc(NC(=O)[C@@H](NC(=O)c2ccccc2)C(C)C)cc1S(=O)(=O)N1CCCCC1,i,i,-0.6
Cc1c(C(=O)NCCc2ccc(Cl)cc2)sc2nc3n(c(=O)c12)CCC3,i,i,-1.0
O=C(CN1C(=O)/C(=C\c2cccc(Cl)c2)Oc2ccccc21)N1CCN(c2ccccn2)CC1,i,i,-0.7
O=S(=O)(NCCOCCNS(=O)(=O)c1ccccc1)c1ccccc1,i,i,-1.0
O=c1ccc2c([nH]1)CCCCCCCCCC2,i,i,-1.1
O=C(CN1CCN(Cc2ccccc2)CC1)c1ccccc1,i,i,0.4
O=[N+]([O-])c1cc(-c2ncccn2)c([N+](=O)[O-])s1,i,-6.3*,2.8
COc1ccc(OC)c(-c2nc(CN(C)C(C)c3ccncn3)c(C)o2)c1 (stereo not drawn),i,i,-0.9

# As a working copy, some entries already given.
SMILES,CHT PAM,CHT block,STK33 inh
CCOc1ccc(-c2cccc(NC(=O)c3ccco3)c2)nn1,i,i,-0.3
O=c1[nH]c(CSc2ncnc3sc(-c4ccccc4)cc23)nc2ccccc12,i,i,-0.8
O=C(CSc1ncnc2c1oc1ccccc12)NC1CCCC1,i,i,4.3
O=C(COC(=O)c1cc(=O)[nH]c2ccccc12)NC1CCCCCCC1,i,i,0.1
CCOP(=O)(c1c(F)c(F)c(F)c(F)c1F)C(O)c1ccccc1 (stereo not drawn),i,i,-0.5
CCc1c(C(=O)N/N=C/c2ccc(OCc3ccc(F)cc3)c(OC)c2)nnn1-c1nonc1N,i,i,-1.0

# Going on with the list:
SMILES,CHT PAM,CHT block,STK33 inh
COC(=O)c1scc(C)c1N1C(=O)c2ccccc2C1=O,i,i,0.4
c1ccc(CCCN2CCN(c3ccccc3)CC2)cc1,i,i,-1.8
CCO[C@H]1OC(C(=O)Nc2ccccc2)=C[C@@H](c2csc3ccccc23)[C@@H]1CCCO,i,i,-0.1
COC(=O)Cn1c(C(=O)N2CCCC2)cc2c1C[C@H]1CN(C(=O)c3ccccc3)[C@@](Cc3ccc(F)cc3)(C(=O)OC)[C@@H]21,i,i,0.9
COc1ccc(Cl)c(NC(=O)C/C(C)=N/NC(=O)CCc2ccccc2)c1,i,i,1.8
O=CC1=C(c2ccccc2)Oc2ccccc2O1,i,i,0.6
COc1cccc(-c2nc(OC(C)C)c3ccccc3n2)c1,i,i,-0.2
CCc1ccc2nc(Nc3ncc(C(C)=O)c(C)n3)nc(C)c2c1,i,i,-5.0
c1ccc2c(c1)ncn2-c1ccc(-c2ccnc(-c3ccncc3)n2)cc1,i,i,-2.4

# Record cards, from the list above.
# Results for c1ccc2c(c1)ncn2-c1ccc(-c2ccnc(-c3ccncc3)n2)cc1 → CHT PAM = i; CHT block = i; STK33 inh = -2.4
# Results for CCO[C@H]1OC(C(=O)O)=C[C@@H](c2cn(C(C)=O)c3ccccc23)[C@@H]1CCCO → CHT PAM = i; CHT block = i; STK33 inh = -0.8
